Polio RdRp inh: poliovirus RdRp elongation inhibitors, primary screen, biochemical, fluorescence polarization, total intensity. Genome polyprotein (Poliovirus type 1 (strain Mahoney)), P03300. poliovirus polymerase elongation; active compounds read low. % elongation, % (compound at 16.7 µg/mL). 150,000 tested, 0.66% active; in the data active = % elongation below about 90%; also: some results filed as inactive read as strong as hits
Target sequence (P03300 1749-2209 limits assumed): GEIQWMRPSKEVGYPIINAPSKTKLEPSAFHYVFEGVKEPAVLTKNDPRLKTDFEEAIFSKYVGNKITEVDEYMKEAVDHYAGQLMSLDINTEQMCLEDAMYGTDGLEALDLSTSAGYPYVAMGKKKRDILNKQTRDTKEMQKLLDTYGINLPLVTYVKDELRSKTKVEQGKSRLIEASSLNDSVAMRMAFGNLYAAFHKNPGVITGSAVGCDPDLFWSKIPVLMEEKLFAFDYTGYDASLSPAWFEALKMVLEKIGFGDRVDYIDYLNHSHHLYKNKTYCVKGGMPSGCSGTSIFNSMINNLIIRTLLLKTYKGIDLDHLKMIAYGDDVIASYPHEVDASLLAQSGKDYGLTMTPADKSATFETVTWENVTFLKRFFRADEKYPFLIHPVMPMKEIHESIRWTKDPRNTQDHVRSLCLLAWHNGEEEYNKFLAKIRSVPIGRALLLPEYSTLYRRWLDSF
Polio RdRp inh FP z-score: recorded beside Polio RdRp inh, whose call it bears; z-score; measured here: FP z-score; hits read low
An asterisk follows results filed as active; & = joins results of further samples.

canonical_smiles,Polio RdRp inh,Polio RdRp inh FP z-score
COc1cc(-c2noc(-c3ccc(NCCc4ccccc4)c([N+](=O)[O-])c3)n2)cc(OC)c1OC,113.0,1.2
COC(=O)c1scc(-c2ccc(C)cc2)c1S(=O)(=O)Nc1cc(OC)c(OC)c(OC)c1,105.0,-0.2
CCN(CC)CCCNC(=O)CCc1c(C)n(CC)c2cc(-c3ccccc3OC)nn2c1=O,109.0,0.4
CCOC(=O)c1ccc2nc(C(F)(F)F)nc(N3CCOCC3)c2c1,102.0,0.4
Cc1ccc(S(=O)(=O)NC(=O)NC2CCS(=O)(=O)C2)cc1 (stereo unspecified),103.0,0.1
CCCn1c(NC(=O)NCc2ccccc2)c2ccccc2nc1=O,100.0,0
CCN(CC)C(=O)n1cnc2cc(C)c(C)cc21,102.0,0.1
Cc1ccc(NC(=O)CCOc2ccccc2)cc1,103.0&101.0,-0.3&-0.4
CCC1=Nc2cc(C(=O)NCc3ccco3)ccc2Sc2ccccc21,102.0,0.4
CCCc1cc(=O)[nH]c(Nc2ccc(O)cc2C)n1,109.0,0.6
CC(C)(C)c1ccc(C(=O)N2CCCC(c3nc4c(nnn4Cc4cccc(F)c4)c(=O)[nH]3)C2)cc1 (stereo unspecified),107.0,0
CCc1ccc(N=C2NC(=O)CS2)cc1,100.0,-0.2
CC1=C(c2ccc(Cl)cc2)S(=O)(=O)N=C1N1CCN(c2cccc(C)c2C)CC1,113.0,1.3
CC(=O)O[C@H]1C[C@@]2(C)[C@@H](C[C@@H](O)[C@H]3[C@@]4(C)CC[C@@H](O)[C@@H](C)[C@@H]4CC[C@@]32C)/C1=C(\CCC=C(C)C)C(=O)O,101.0,0.2
CCCSc1ncc(Cl)c(C(=O)Nc2ccc(S(=O)(=O)Nc3nccs3)cc2)n1,101.0,-0.1
CCOC(=O)CSc1nc2c(sc3ccccc32)c(=O)n1Cc1ccc(C)cc1,110.0,0.7
COc1ccc(C2CC(c3cc(Cl)ccc3O)=NN2)cc1 (stereo unspecified),106.0,1.2
CCOc1ccccc1NC(=O)CN1C=NS(=O)(=O)c2ccccc21,103.0,-0.8
O=C(NC1CCCN(c2nc3ccccc3s2)C1)N1CC=CCC1 (stereo unspecified),103.0,0.6
Cc1ccc(NC(=O)Cn2cc3c(n2)CCCCC3)cc1,103.0,-0.6
Cc1ccc2nc(NC(=O)C3CCCC3)sc2c1,100.0,0
C=CCOc1ccc(C2c3c(oc4ccc(C)cc4c3=O)C(=O)N2CCCN2CCOCC2)cc1 (stereo unspecified),104.0,-0.1
O=C(Cn1c(=O)c(C(F)(F)F)nc2ccccc21)Nc1cccc(Br)c1,113.0,1.2
CC(=O)Nc1ccc(-c2cc(C(=O)O)c3c(-c4ccccc4)[nH]nc3n2)cc1,103.0,-0.9
COC(=O)NCCCN1CCCC1=O,102.0,0.6
Cc1nn2c(=O)cc(CN(C)c3ccccc3)nc2s1,116.0,0.7
Cn1cccc1C(=O)NC(=O)CSc1nc2ccccc2s1,105.0,0.3
O=C(NCCc1ccccc1)C1CCCC1,101.0,0.2
CCC(=O)N1c2ccc(S(=O)(=O)NCc3ccc(F)cc3)cc2CC1C (stereo unspecified),112.0,1
O=C(NCCCn1ccnc1)c1noc2c1CCCC2,102.0,0.3

Profiles from above. Values in the order: Polio RdRp inh | Polio RdRp inh FP z-score
`COC(=O)NCCCN1CCCC1=O` in the list: 102.0 | 0.6
`C=CCOc1ccc(C2c3c(oc4ccc(C)cc4c3=O)C(=O)N2CCCN2CCOCC2)cc1` (stereo unspecified) in the list: 104.0 | -0.1
`Cc1ccc(NC(=O)Cn2cc3c(n2)CCCCC3)cc1` in the list: 103.0 | -0.6

(continued)
canonical_smiles,Polio RdRp inh,Polio RdRp inh FP z-score
CN1CCN(c2ccccc2NC(=O)Cc2cn(C)c3ccccc23)CC1,102.0,0
O=C(Cn1c(=O)n(CC2CS2)c2ccccc21)c1ccccc1 (stereo unspecified),99.0,-0.2
CSc1ccccc1NC(=O)CN1CC(C)OC(C)C1 (stereo unspecified),101.0,-0.2
Cc1ccccc1OCc1nc2ccccc2n1Cc1ccccc1Cl,104.0,-0.1
CCc1nc2ccc(C(=O)NCc3cc(OC)ccc3OC)cc2nc1CC,107.0,0.2
CCOC(=O)C1CCC(C(=O)OCC)N1C(=O)Nc1ccc(Cl)cc1 (stereo unspecified),109.0,1
CN(C)Cc1nc2ccccc2c(=O)n1Cc1nc(C(C)(C)C)cs1,102.0,-0.7
O=C(Nc1ccc2oc(-c3ccccc3)nc2c1)c1ccc2ccccc2c1,104.0,0.1
CCn1cc(CCC(=O)O)c2ccccc21,100.0,0
COc1ccc(N2C(=O)CS(=O)(=O)C23C(=O)N(Cc2c(F)cccc2Cl)c2ccccc23)cc1 (stereo unspecified),108.0,0.4
NC(=S)N/N=C/c1ccc(N2CCOCC2)s1,81.0,-2.3
CCOc1cc2c3c(c1)C1(Nc4ccccc4CO1)C(=O)N3C(C)(C)CC2C (stereo unspecified),98.0,-0.2
O=C(Cn1ccn(-c2cccc(Cl)c2)c(=O)c1=O)NCCc1ccccc1,105.0,-0.3
CC(C)C(=O)N(Cc1ccccc1)S(=O)(=O)c1ccc2c(c1)oc(=O)n2C,111.0,0.6
CCCCOc1ccc(C(=O)NCCc2csc(-c3cccc(F)c3)n2)cc1,111.0,1.2
CNC(=O)CN(C1CCCCC1)S(=O)(=O)c1ccc(C)cc1,101.0,-0.1
Cc1ccc(OCc2nn(C)c3ccccc23)cc1,104.0,0.1
O=S(=O)(Nc1ccccc1)c1ccc(Cl)cc1,102.0,0.1
CCc1ccc(NC(=O)N(Cc2ccco2)C2CCN(Cc3ccccc3)CC2)cc1,101.0,-0.4
CCOc1ccccc1CNC(=O)CCn1cccn1,102.0,-1
O=C(COC(=O)c1ccc(I)cc1)NC1CCCCC1,102.0,0.5
O=C(Nc1ccccc1)c1cccc(-c2nnc(-c3ccccc3)o2)c1,101.0,0.5
Cc1ccc(C(=O)NCC(=O)OCc2cc(=O)n3ccsc3n2)cc1,108.0,0.3
FC(F)(F)c1cc(-c2ccco2)nc(-n2cccn2)n1,101.0,-0.4
Cc1nn(CC(=O)N(C)C)c(C)c1S(=O)(=O)N(C)C,104.0,0.2
COc1cc(OC)c(OC)cc1CNc1ccc2[nH]c(=O)[nH]c2c1,100.0,-0.8
CC1CCN(C(=O)CCn2ccc3cc(S(=O)(=O)N4CCCCC4)ccc32)CC1,100.0,-0.4
COc1ccc(-c2nc3c4ccccc4n(CC(=O)N4CCN(c5ccccc5F)CC4)c(=O)n3n2)cc1,98.0,-1.5
Cc1cc(C)n(-c2nc(-c3ccccc3)nc3c2COC(C)(C)C3)n1,103.0,0.3
O=C(Cn1nnc(N2CCOCC2)n1)c1ccccc1,108.0,0.7
Cn1c(O)c(/C=N/N(c2ccccc2)c2ccccc2)c2ccccc21,102.0,0.2
CC1CCCCC1N1CCC(CNC(=S)Nc2cccc(Cl)c2)C1 (stereo unspecified),101.0,-0.5
O=C(CCCn1c(=O)[nH]c2ccsc2c1=O)N1CCN(c2cccc(C(F)(F)F)c2)CC1,110.0,1.5
Cc1ccc(C)c(NC(=O)C(=O)NCCc2csc(-c3ccc(C(F)(F)F)cc3)n2)c1,106.0,-0.4
CC(C)Oc1ccc2ccc(=O)oc2c1,103.0,0.6
CCOc1cc(CNc2ccc(O)cc2)cc(Br)c1OCc1ccccc1,100.0,-0.7
CCCc1ccc(S(=O)(=O)Nc2ccc(C)c(NS(C)(=O)=O)c2)cc1,105.0,0.5
c1ccc(CN2CCC(Nc3ncnc4c3oc3ccccc34)CC2)cc1,101.0,-0.3
CN(Cc1ccccc1)S(=O)(=O)c1ccc(NC(=O)c2nc(S(C)(=O)=O)ncc2Cl)cc1,101.0,-0.2
COC(=O)N1N=C(C2CCCCC2)CC1(O)C(F)(F)F (stereo unspecified),99.0,-0.6
O=C(N(c1ccccc1)C1C=CS(=O)(=O)C1)C12CC3CC(CC(C3)C1)C2 (stereo unspecified),102.0,0.3
Cn1cc(S(=O)(=O)c2cccc(Cl)c2)c(=O)c2cc(F)c(N3CCN(c4ccccc4)CC3)cc21,102.0,-1.3
CC(C)CCSc1nc(N)c2c3c(sc2n1)CCCC3C (stereo unspecified),100.0,-0.3
Cc1cc(OCC(=O)NCC2(N(C)C)CCCCC2)cc(C)c1Cl,109.0,0.5
COc1ccc2c(c1)c(OC)[n+](C)c1c3cc4c(cc3ccc21)OCO4,105.0,1.3
CC1(C)CC(=O)C=C(NNC(=O)COc2ccccc2)C1,99.0,-0.6
CC(=O)OCC(=O)CC12CC3CC(CC(C3)C1)C2,101.0,-0.2
CCOC(=O)c1c(-c2ccc(OC)cc2)oc2ccc(OCC)cc12,102.0,0
CCn1c(=O)cc(OCC(=O)N(C)c2cc(Cl)ccc2C)c2ccccc21,101.0,-1.3
Cc1c(C)c2ccc(OCC(N)=O)cc2oc1=O,102.0,-0.1
CCOC(=O)CSc1cc(Nc2ccc(Br)cc2)ncn1,103.0,0.8
Cc1cc(=O)[nH]c(SCC2COC3(CCCCC3)O2)n1 (stereo unspecified),100.0,-0.5
O=C(NCc1ccccc1)C1C2C=CC3(CN(Cc4ccccc4Cl)C(=O)C13)O2 (stereo unspecified),101.0,0.2
O=c1cc(-c2ccccc2)n2c(SCc3ccc(Cl)cc3)nnc2[nH]1,106.0,-0.2
CCN(CC)c1nc2ccccc2nc1C(=O)Nc1ccc(C(C)=O)cc1,105.0,-0.2
O=C(NC(=O)c1ccccc1C(F)(F)F)NN1CCOCC1,100.0,-0.2
C(=NN1CCN(Cc2ccccc2)CC1)c1ccccc1,102.0,0.1
CCSc1nc2ccccc2n1C(=O)c1ccc(Cl)cc1,101.0,0
O=C(Nc1ccccc1Br)C(Cc1ccccc1)NS(=O)(=O)c1cccc2nsnc12 (stereo unspecified),111.0,1.1
O=C(/C=C/c1ccc2ccccc2n1)OCC(=O)N1CCN(S(=O)(=O)c2ccccc2)CC1,100.0,0.3

(more compounds)
canonical_smiles,Polio RdRp inh,Polio RdRp inh FP z-score
CCOC(=O)N1CCC(NS(=O)(=O)c2cccs2)CC1,102.0,-0.3
O=C(O)CN1CCCCC1,100.0,-1
CC1CCN(CCCNC(=O)C2CC(=O)N(CCc3ccccc3)C2)CC1 (stereo unspecified),100.0,-1.3
C#CCSc1nc2c(c(=O)[nH]1)C(c1ccccc1)CC(=O)N2 (stereo unspecified),103.0,0.5
O=C(NCc1ccc(F)cc1)C1CCN(C(=O)c2ccc(-n3ccc4ccccc43)s2)CC1,110.0,0.8
N#Cc1c2ncnc(-c3ccc(Cl)cc3)c2n2ccccc12,102.0,0.2
COc1cccc(C(=O)COc2nc(-c3cccs3)cc(-c3ccco3)c2C#N)c1,103.0,0.3
O=C(Cc1ccc2c(c1)OCCO2)N/N=C/c1ccc[nH]1,103.0,0.2
Cc1ccc(N2C3CCCCCN3CC2(O)c2ccc(Cl)cc2)cc1 (stereo unspecified),98.0,-0.4
Cc1ccc2c(c1)c1c3n2CCN(C(N)=O)C3CCC1 (stereo unspecified),105.0,0.6
CCc1cnc2c(c1SCC(=O)NCc1ccccc1)c(=O)n(C)c(=O)n2C,112.0,1.2
Cc1ccc(N2C(=O)c3n[nH]c(C)c3C2c2ccccc2Cl)cc1 (stereo unspecified),112.0,1.3
O=C(O)c1cccnc1SCC(=O)N1c2ccccc2CCc2ccccc21,104.0,0.5
O=C(CSc1ncnc2c1sc1ccccc12)NC1CCCCC1,103.0,0.6
Cc1ccc(C(O)COC2=NCNc3cc(Cl)ccc32)cc1 (stereo unspecified),103.0,-0.1
Cc1ccccc1-c1nc(CSc2nc3c(c(=O)[nH]2)CCC3)c(C)o1,104.0,1.2
Nc1nc2n(n1)C(=O)CC(c1ccccc1)N2 (stereo unspecified),104.0,0.4
COC(=O)C(C)N(c1ccc(C)cc1)S(C)(=O)=O (stereo unspecified),102.0,1.2
O=C(Cn1nc(-c2ccco2)ccc1=O)NCCc1ccccc1,106.0,0.3
CC(OC(=O)CCc1c[nH]c2ccccc12)C(=O)c1ccccc1 (stereo unspecified),105.0,0.2
Cc1nnc(SCC(=O)Nc2sc3c(c2C(N)=O)CCC3)n(N)c1=O,102.0,0.1
CCS(=O)(=O)c1ccc2oc(=O)c(/C=C(\O)c3ccco3)nc2c1,101.0,-0.3
C/C(N)=C(/C#N)C(=O)CSc1ccc2c(c1)OCCO2,102.0,0
Fc1ccc(NC(=S)N2CCCCC2)cc1,100.0,-0.3
CC(=O)N1c2nc(C(C)C)nn2C2(CCCCC2)[C@@H]2CCCC[C@@H]21,110.0,0.6
S=c1[nH]nc(CCCOc2ccc(Cl)cc2Cl)o1,87.0*,-2.5*
O=CN1CCN(c2nc(-c3ccccc3)cs2)CC1,105.0,1.9
Cc1ccc(CNC(=O)Cn2c(SCC(=O)Nc3ccc(F)cc3)nc3ccccc32)cc1,107.0,0.3
CCc1ccc(Nc2cc(C(=O)NCCCN(C)c3ccccc3)c3ccccc3n2)cc1,108.0,0.3
COc1cccc(NC(=O)C2CCN(c3nnc(C)c4c(C)n(-c5ccccc5)nc34)CC2)c1,99.0,-0.6
CC(=O)Oc1ccccc1C(=O)Nc1ccc(OC(F)F)cc1,101.0,-0.4
CCC1=[N+]([O-])C(C)(C)C(c2ccccc2)=[N+]1[O-],104.0,1
CN(C)P(=NC(=S)c1cccn1C)(N(C)C)N(C)C,98.0,-0.2
Brc1ccc2nc(-c3ccco3)c(Nc3ccccc3)n2c1,102.0,0.4
Nc1cc(=O)[nH]c2nnc(SCc3ccc(Br)cc3)n12,105.0,0.9

Only part of the results is shown. The share of hits here may be higher or lower than overall.
